mABHD4 FP: ABHD4 (mouse) inhibition, primary FP screen | Q8VD66 | purified mABHD4, FP-Rh probe fluorescence polarization | inhibition, % at 8.92 µM | 370,000 tested, 0.54% active;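 active = inhibition exceeding the mean over every tested compound plus 3 SD, cut at about 30% in these data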;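 also: 0% = plate median of compound wells and 100% = S159A mutant with DMSO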
Target sequence (Q8VD66 whole entry, looked up): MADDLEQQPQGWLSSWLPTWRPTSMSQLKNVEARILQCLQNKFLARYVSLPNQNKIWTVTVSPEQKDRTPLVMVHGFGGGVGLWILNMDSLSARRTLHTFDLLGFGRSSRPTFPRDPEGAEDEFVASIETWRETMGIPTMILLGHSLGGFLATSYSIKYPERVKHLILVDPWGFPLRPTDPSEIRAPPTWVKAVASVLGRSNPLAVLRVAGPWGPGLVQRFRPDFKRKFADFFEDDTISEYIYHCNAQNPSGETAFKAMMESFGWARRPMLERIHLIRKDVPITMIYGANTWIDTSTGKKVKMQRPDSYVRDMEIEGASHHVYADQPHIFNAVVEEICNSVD
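Material: mouse ABHD4 enzyme, wild type; Benchmarks: S159A mutant high control, sample median low control; Buffer or medium: HEPES pH 7.0, NaCl, Pluronic buffer; Signal: fluorescence polarization; Read-out: percent inhibition of probe binding, normalized to plate controls; Timing: pre-incubation 45 min, probe exposure 60 min, at 25 °C; Dosing: 8.92 µM, single dose.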
PG9 Ab binder: PG9 antibody binding by small molecule. AID 624416. inhibition, % at 6.7 µM. TR-FRET gp120-PG9 antibody binding. 360,000 tested, 0.43% active; in the data active = inhibition above about 8.5%
NR1D1 modulator: modulates human Rev-erb alpha binding to DNA | Rev-erbα–FITC-DNA binding, fluorescence polarization, 90 min | activity, % at 10 µM | 370,000 tested, 0.79% active;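 active = activity above about 14%, limit read from the data; passing the limit was not always enough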;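 also: 0% = DMSO wells with 35 nM protein and 100% = DMSO wells with 750 nM protein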
HTRA1 inh: inhibitors of human serine peptidase HTRA1. Q92743. recombinant HTRA1, FP-rhodamine activity-based probe, fluorescence polarization. inhibition, % at 5.96 µM. 340,000 tested, 0.5% active; in the data active = inhibition above about 36%;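 also: 0% = enzyme with DMSO and 100% = wells lacking enzyme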
TDP2 absorb: TDP2 (human) inhibition, absorbance primary screen. O95551. recombinant TDP2, T5PNP hydrolysis, p-nitrophenol absorbance 415 nm. inhibition, % at 12.8 µM. 370,000 tested, 0.34% active;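 active = inhibition above the mean of all tested compounds plus 3 SD, set per campaign, cut at about 25% in these data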;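 also: 0% = DMSO with enzyme and 100% = buffer with substrate but no TDP2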
Target sequence (O95551 whole entry, looked up): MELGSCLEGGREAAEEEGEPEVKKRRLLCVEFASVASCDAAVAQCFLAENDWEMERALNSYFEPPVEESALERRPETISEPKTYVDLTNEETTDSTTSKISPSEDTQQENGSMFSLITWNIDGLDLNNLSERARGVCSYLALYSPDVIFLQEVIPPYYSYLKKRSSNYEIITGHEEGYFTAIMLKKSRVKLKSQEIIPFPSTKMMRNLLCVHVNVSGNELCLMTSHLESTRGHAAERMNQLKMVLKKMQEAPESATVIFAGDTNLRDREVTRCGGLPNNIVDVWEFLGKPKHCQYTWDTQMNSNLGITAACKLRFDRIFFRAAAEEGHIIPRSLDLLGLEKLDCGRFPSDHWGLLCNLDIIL
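Incubation: 2 h at 37 °C; Test system: recombinant human TDP2; Quantity: enzyme 120 nM; Read-out basis: percent inhibition; Medium: 50 mM Tris-HCl pH 7.5 with Mg2+, KCl, DTT, BSA; Repeats: single replicate; Compound: 12.8 µM single point, 1% DMSO; Signal: epi absorbance; Reagent: 5 mM T5PNP chromogenic substrate; Benchmarks: no-enzyme high, DMSO-plus-enzyme low.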
SIAE primary: inhibitors of human sialic acid acetylesterase SIAE. Q9HAT2. SIAE FP-Rh probe binding, fluorescence polarization. inhibition, % at 9.66 µM. 370,000 tested, 0.69% active;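 active = inhibition above a cutoff: mean of compounds within the control limits plus 3 SD of those, cut at about 17% in these data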;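 also: 0% = plate median of compound wells and 100% = probe without SIAE protein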
PRMT1 FP inh: inhibitors of human PRMT1; recombinant PRMT1, activity-based probe fluorescence polarization; inhibition, % at 2.79 µM; 370,000 tested, 1.3% active; AID 652257;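 active = inhibition above about 21% made by adding two undisclosed values, limit read from the data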
Target sequence (Q99873 whole entry, looked up): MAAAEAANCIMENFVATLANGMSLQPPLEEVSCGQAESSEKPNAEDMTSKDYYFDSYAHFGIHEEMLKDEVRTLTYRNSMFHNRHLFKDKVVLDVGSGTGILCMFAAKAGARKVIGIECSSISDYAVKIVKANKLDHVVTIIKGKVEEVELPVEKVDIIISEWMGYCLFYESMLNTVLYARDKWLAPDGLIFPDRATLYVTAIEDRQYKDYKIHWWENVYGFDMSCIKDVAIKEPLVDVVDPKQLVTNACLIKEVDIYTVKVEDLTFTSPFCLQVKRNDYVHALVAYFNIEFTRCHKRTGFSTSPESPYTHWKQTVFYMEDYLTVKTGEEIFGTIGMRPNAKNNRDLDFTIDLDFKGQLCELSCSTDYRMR
TCR-CD3 inh: human TCR-CD3 binding inhibition. TAMRA-labeled TCR probe fluorescence, biochemical. inhibition, % at 9.4 µM. 360,000 tested, 0.37% active. AID 651800; in the data active = inhibition above about 19%;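 also: recombinant mutant TCR 2C K166C tagged with TAMRA read by polarization; 0% = receptor in buffer alone and 100% = receptor with positive control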
LEDGF integ inh: blocks HIV-1 LEDGF/p75-dependent DNA integration; AID 743269; TR-FRET IN-LEDGF/p75 DNA integration, Eu/Cy5; 370,000 tested, 0.64% active; inhibition, % at 3.7 µM;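 active = inhibition above the screen-wide mean plus 3 SD, cut at about 13% in these data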;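 also: signal is the Cy5 over europium emission ratio at 671 and 618 nm; 0% = plate median of compound wells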
rCAG binder: molecules binding r(CAG) RNA repeats. r(CAG) RNA repeat, TO-PRO-1 dye displacement fluorescence. inhibition, % at 3 µM. AID 651821. 370,000 tested, 1.3% active;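 active = inhibition above the plate cutoff, the mean of all test compounds on that plate plus 3 SD, cut at about 35% in these data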;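 also: 0% = DMSO alone and 100% = 100 µM mitoxantrone as full dye displacement; higher means more dye released from RNA so lower well fluorescence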
* = called active by the depositor; · = no result given. These rows are one share of the data; rates above refer to the full screens.

SMILES	mABHD4 FP	PG9 Ab binder	NR1D1 modulator	HTRA1 inh	TDP2 absorb	SIAE primary	PRMT1 FP inh	TCR-CD3 inh	LEDGF integ inh	rCAG binder
Cc1nn2c(C(F)(F)F)c3c(nc2c1-c1ccccc1)CCC3	0.2	-3.8	-1.8	-0.8	14.3	-2.4	-1.1	-4.0	-1.8	-0.7
O=C(N/N=C\c1ccccn1)c1ccccc1O	15.4	-3.2	-3.6	5.2	-9.3	4.7	-1.1	6.3	-2.1	5.6
O=C(NCc1cccc(Br)c1)C1CC2Cn3c(nc4ccccc43)C2N1Cc1ccccc1 (stereo not given)	1.0	0.6	-7.6	-22.5	3.5	-0.7	0.7	3.4	0.5	-1.9
COc1cccc(CNS(=O)(=O)c2ccc3c(c2)CC(C)N3C(=O)C2CC2)c1 (stereo not given)	-4.8	-1.5	3.8	-8.5	8.8	-2.8	1.7	2.8	3.0	-1.9
O=C(NCCCN1CCCC1=O)C1CCN(S(=O)(=O)c2cccc(C(F)(F)F)c2)CC1	8.9	-0.2	4.1	2.2	1.4	8.7	1.4	-2.5	-3.5	-6.7
NNC(=O)c1ccc(COc2ccc(Br)cc2)o1	-4.3	1.0	-0.3	-16.9	-2.8	3.0	0.9	2.4	1.4	1.7
CN(C)C(=O)C[C@H]1CC[C@H]2[C@H](COc3ccc(NC(=O)C4CC4)cc3C(=O)N2C)O1	2.2	·	0.3	·	3.8	1.2	-5.6	·	-1.0	-0.9
CN1C(=O)c2cc(NC(=O)Nc3ccccc3)ccc2OC[C@H]2O[C@@H](CC(=O)NC3CCC3)CC[C@@H]21	12.3	·	49.5*	·	5.8	-2.0	6.8	·	3.1	4.2
C=CCN1C(=O)[C@H](CC(=O)N2CCN(C(=O)C3CC3)CC2)[C@@]2(C(=O)OCC)CCCC=C12	3.5	·	-2.5	·	3.6	2.2	-3.1	·	6.3	-1.3
CCCCNC(=O)C1Cc2cc(S(=O)(=O)N3CCCCC3)ccc2N1C(C)=O (stereo not given)	3.2	-1.5	3.4	5.5	1.9	-2.6	1.9	0.9	0.7	1.1
COC(=O)CNc1nc(Cl)nc(Nc2ccc(Cl)cc2)n1	-1.9	-1.4	-2.7	3.8	-3.3	-3.2	0.3	-1.1	-0.1	1.4
COc1cccc(-c2ccc(C#N)c(SCC(=O)NCc3ccco3)n2)c1	-4.1	11.4*	2.0	-8.9	10.0	-1.3	0.0	5.3	-1.9	2.0
Nc1[nH]c2cc([N+](=O)[O-])ccc2c1-c1ccccn1	-3.3	-11.5	10.3	32.6	-4.5	4.0	-2.4	-21.0	-2.6	41.0*
O=[N+]([O-])c1ccc(N2CCN(CCO)CC2)cc1Sc1ccccn1	1.4	-1.4	3.6	2.5	3.6	-2.4	-0.1	7.8	-1.0	-0.2
Cc1noc(C)c1S(=O)(=O)NC(=O)C1(C)CCN1C(=O)C1(c2ccc(Cl)cc2)CCC1 (stereo not given)	-5.3	-0.1	5.0	·	4.0	-3.3	-0.2	-5.8	1.1	24.7
CC(=O)c1ccc(NC(=O)c2ccccc2-c2ccccc2C(=O)O)cc1	3.7	0.3	-1.6	-4.3	7.3	3.8	0.0	2.7	4.4	2.8
CCC(=O)n1nc(-c2ccc(Cl)cc2)nc1SC	-14.8	-1.3	-0.6	-3.6	-24.3	-2.9	-1.5	-1.3	3.1	3.7
O=C(CSc1ccc2ccccc2c1)NCc1cccs1	-4.7	-0.1	4.2	-7.4	1.6	-6.4	1.4	-1.3	-0.1	-4.2
C=CCNc1nc2ccccc2c(=O)[nH]1	2.1	-2.5	-1.5	0.2	-1.0	1.2	6.5	-1.7	2.4	-1.8
Cn1cc(CC(=O)N2CCN(c3ccc(Cl)cc3)CC2)c2ccccc21	-7.0	1.9	-3.5	-10.2	-12.8	1.4	2.1	-3.8	1.4	4.8
CCCN1C2=C(C(=O)CC(C)(C)C2)C(c2ccc(F)cc2)C2=C1c1ccccc1C2=O (stereo not given)	-8.3	1.4	-2.3	2.3	-3.8	0.4	2.8	-1.6	5.7	-1.9
Cc1cccc(C)c1NC(=O)C(c1ccccc1)N1CCN(C(=O)c2ccco2)CC1 (stereo not given)	1.7	-2.0	-0.1	3.4	10.5	11.4	-2.9	-7.1	1.7	3.5
Cc1cccc(C)c1NC(=O)c1cccc(N2C(=O)C3CCC(C)CC3C2=O)c1 (stereo not given)	2.8	0.8	-1.2	1.4	6.9	-5.5	1.9	-8.5	-4.0	-6.3
O=C1CCc2cc(S(=O)(=O)Nc3ccccc3F)ccc2N1	-0.3	-0.8	2.6	3.8	3.0	2.7	1.8	-4.1	-4.7	0.1
Cc1cccc(Nc2nnc(SCC(=O)NC(=O)CN3CCCC3=O)s2)c1	-5.7	-2.7	-5.0	4.0	1.6	8.8	0.1	8.5	-0.6	2.4
NC(=O)C1CCN(C(=O)CNC(=O)c2ccccc2)CC1	0.9	-0.6	-0.9	25.9	6.9	0.2	0.6	-1.5	-3.6	-1.3
O=C1[C@@H]2CSCN2C(=O)CN1Cc1ccccc1F	-0.3	1.3	0.4	-0.8	-0.1	19.4*	-8.4	1.8	4.7	-2.1
Cc1cc(C)c(S(=O)(=O)c2ccccc2Cl)c(Cl)n1	-0.2	-1.6	-8.1	·	1.1	6.7	1.5	9.1	0.1	-5.7
CN(CC(=O)O)S(=O)(=O)c1ccc(F)cc1	-0.2	1.1	1.9	8.2	14.9	3.5	-2.0	3.4	1.2	1.6
CC(C)OC(=O)CN1C(=O)C(C)(C)Oc2ccc(C(=O)NC3CC3)cc21	1.9	-0.8	1.2	6.8	3.0	4.2	1.3	6.2	-1.4	-4.5

Whole records as entered above. Values in the order: mABHD4 FP, PG9 Ab binder, NR1D1 modulator, HTRA1 inh, TDP2 absorb, SIAE primary, PRMT1 FP inh, TCR-CD3 inh, LEDGF integ inh, rCAG binder
Cc1cccc(Nc2nnc(SCC(=O)NC(=O)CN3CCCC3=O)s2)c1 is listed as -5.7, -2.7, -5.0, 4.0, 1.6, 8.8, 0.1, 8.5, -0.6, 2.4
CC(C)OC(=O)CN1C(=O)C(C)(C)Oc2ccc(C(=O)NC3CC3)cc21 is listed as 1.9, -0.8, 1.2, 6.8, 3.0, 4.2, 1.3, 6.2, -1.4, -4.5
CCCN1C2=C(C(=O)CC(C)(C)C2)C(c2ccc(F)cc2)C2=C1c1ccccc1C2=O (stereo not given) is listed as -8.3, 1.4, -2.3, 2.3, -3.8, 0.4, 2.8, -1.6, 5.7, -1.9
Cc1cccc(C)c1NC(=O)C(c1ccccc1)N1CCN(C(=O)c2ccco2)CC1 (stereo not given) is listed as 1.7, -2.0, -0.1, 3.4, 10.5, 11.4, -2.9, -7.1, 1.7, 3.5

Going on with the list:
SMILES	mABHD4 FP	PG9 Ab binder	NR1D1 modulator	HTRA1 inh	TDP2 absorb	SIAE primary	PRMT1 FP inh	TCR-CD3 inh	LEDGF integ inh	rCAG binder
CC(=O)c1cccc(S(=O)(=O)Nc2ccccc2N2CCOCC2)c1	0.4	0.1	-6.2	3.7	4.6	5.1	-2.6	-1.7	3.5	0.2
CCOC(=O)C1=C(C)Nc2nc3ccccc3n2C1c1ccncc1 (stereo not given)	3.3	0.4	5.5	3.3	9.6	1.3	-0.4	5.5	-3.0	-1.5
O=C(CNC(=O)c1ccco1)Nc1ccc2c(c1)OCCO2	-3.5	2.5	-3.6	-1.6	-15.4	16.3	1.1	-6.9	-0.8	1.8
O=C(O)CC1S/C(=N/N=C/c2ccccn2)NC1=O (stereo not given)	-11.4	-1.4	2.9	4.2	-9.4	-2.5	-2.2	-1.9	-1.1	-2.8
CC(=O)N1CC(c2ccccc2)C(c2ccc(Cl)cc2)=N1 (stereo not given)	-7.5	0.7	-4.7	-15.8	-8.3	0.1	-3.5	2.8	-0.8	-4.2
COc1ccc(CCNC(=O)CN(Cc2ccc(Cl)cc2)S(C)(=O)=O)cc1	-3.5	-0.3	0.2	-3.1	3.1	-3.8	-2.6	-9.0	-1.3	-7.9
Cc1nc(-c2ccc(Cl)cc2)sc1C1(C)CC(c2ccc(Cl)cc2)=NO1 (stereo not given)	-2.2	-0.4	-6.0	-26.2	12.7	-0.1	0.1	0.7	-0.8	4.5
CC(C)(C)C(=O)OCc1ccc(C2=CC(=O)CC(C)(C)C2=O)cc1	0.3	-3.0	-4.5	-1.2	2.2	-0.8	0.9	-1.3	-4.0	-1.7
O=C(Nc1nsc(-c2ccccc2)n1)c1cccs1	-8.0	-1.8	0.3	-14.3	-2.4	0.2	0.3	1.6	2.6	-2.6
CC(C)NC(=O)COC(=O)C1CSC2(c3ccc(Br)cc3)CCC(=O)N12 (stereo not given)	2.4	0.4	-0.3	2.7	-11.1	-3.5	-0.3	-4.7	0.6	-2.1

3 of the entries above in order of the TCR-CD3 inh value, highest first.
| SMILES | TCR-CD3 inh |
| --- | --- |
| CCOC(=O)C1=C(C)Nc2nc3ccccc3n2C1c1ccncc1 (stereo not given) | 5.5 |
| O=C(Nc1nsc(-c2ccccc2)n1)c1cccs1 | 1.6 |
| O=C(O)CC1S/C(=N/N=C/c2ccccn2)NC1=O (stereo not given) | -1.9 |

The list goes on:
SMILES	mABHD4 FP	PG9 Ab binder	NR1D1 modulator	HTRA1 inh	TDP2 absorb	SIAE primary	PRMT1 FP inh	TCR-CD3 inh	LEDGF integ inh	rCAG binder
Cc1cc(/C=C(\C#N)C(=O)NC2CCCCCC2)c(C)n1C	2.7	-0.2	16.1	-8.0	7.4	4.3	-0.2	-2.4	-1.6	0.5
Cc1cc(C)cc(NC(=O)/C=C/c2ccc([N+](=O)[O-])s2)c1	2.1	-4.9	-4.4	-0.9	0.4	0.9	-1.7	12.3	-0.3	3.0
[O-]/[N+](=C\c1ccccc1)[C@@H]1CCCC[C@@H]1/[N+]([O-])=C/c1ccccc1	5.2	-1.9	4.3	10.3	3.0	4.7	3.9	-3.2	-0.3	-4.5
O=C(O)C1CCN(c2ccc(S(=O)(=O)N3CCOCC3)cc2[N+](=O)[O-])CC1	1.0	-1.9	5.7	-0.9	-10.1	4.5	-1.8	2.9	0.8	0.3
CN(CC(=O)Nc1ccc(F)cc1)CC(=O)N1CCc2ccccc21	-0.6	-1.8	0.7	-4.4	4.2	0.3	0.1	-2.9	-4.8	-4.4
CCOc1ccc(OCC)c(NC(=O)CSCC(=O)O)c1	3.0	0.5	-4.8	2.3	2.4	-3.7	4.5	-3.1	0.4	1.8
COc1ccc(OC)c(CCNC(=O)CCc2nnc3ccc(N4CCCC4)nn23)c1	4.8	0.6	5.4	0.0	0.0	-8.0	1.9	6.2	2.4	-6.0
COC(=O)c1ccc(CSc2nc(-c3ccco3)cc(C(F)(F)F)n2)o1	-5.8	-2.4	4.6	-10.9	1.5	-3.4	-0.6	5.6	2.1	9.9
c1ccc2[nH]cnc2c1	0.7	-0.1	-0.8	8.7	0.5	4.2	1.1	1.1	-1.0	2.2
O=C(CNC(=S)N(CCCN1CCOCC1)Cc1cccs1)NCCN1CCOCC1	0.4	-1.3	3.5	4.1	-0.8	-2.1	1.2	-3.6	-0.7	-5.0
